# Bioassay records: PubChem, Broad Institute
# F508del corr: CFTR F508del correction in bronchial cells; CFBE cells, YFP halide quenching; stimulated with forskolin plus potentiator P3; % fluorescence drop versus neutral controls; activity (quench increase), % at 7.58 µM; 350,000 compounds, 0.36% hits; AID 720511;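 active = mean added fluorescence quench of at least 8% versus neutral control, with both replicates also reaching 8%; inconclusive = only one of the mean or replicate conditions met; inactive = mean below 8% and not both replicates reaching 8%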;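 note: cells transiently co-express mutant CFTR-F508del with the halide-sensitive YFP; corrector assay measuring rescue of mutant channel to the surface after 24 h compound exposure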
# PglD inh: PglD (C. jejuni) enzyme inhibition; purified PglD enzyme, DTNB colorimetric CoA detection; inhibition, % at 12.5 µM; 360,000 compounds, 0.098% hits; in the data active = inhibition above about 16%, passing the limit was not always enough; inconclusive = no clear call, values can overlap the other calls; note: strong numbers were not always called active
# miR-122 sensor: inhibitors of miR-122 in Huh7 cells; AID 602342; activation (reporter increase), % at 12.5 µM; 340,000 compounds, 0.3% hits; Huh7 miR-122 Renilla luciferase sensor, 48 h; neutral wells = 0, positive control = 100;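 active = mean replicate activation score at least 90 and every replicate individually at or above 90; inconclusive = only one of the two criteria met; inactive = neither criterion met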;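 note: higher luciferase means less miR-122 activity so hits act as miR-122 inhibitors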
# Cneo AK release: causes C. neoformans cell lysis; adenylate kinase release luminescence, 4 h; normalised: neutral wells 0, clomiphene wells 100; lysis activity, % at 15 µM; 360,000 compounds, 0.2% hits; AID 651654;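 active = mean lysis activity across replicates of at least 80%, whatever share of replicates individually reach that level; inactive = mean lysis activity below 80%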
#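 Signal: Adenylate kinase release luminescence | Assay system: Log-phase Cryptococcus neoformans yeast cells | Input: Cells at 5 × 10^6 per mL | Buffer or medium: Fresh YPD growth medium | Compound: Single dose | Schedule: Static 4 h at 37 °C with compound, 1 h detection | Controls: Clomiphene | Read-out: Luminescence rise reflecting yeast cell lysis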
# PGC1a acetyl inh: PGC1a acetylation modulation, inhibitor mode | U2OS PGC1a acetylation, AlphaScreen anti-acetyl-lysine; with virally co-expressed GCN5 acetyltransferase | inhibition, % at 15.6 µM | 350,000 compounds, 0.17% hits;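 active = every replicate shows inhibition of at least 40%; inconclusive = mean inhibition at least 40% but some replicate below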;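 note: 0% = neutral control wells and 100% = positive control wells; some results beyond the cut were filed as inactive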
# FN deposition inh: fibronectin deposition inhibition. AH1F fibroblasts, Alexa488-fibronectin deposition fluorescence, overnight. inhibition, % at 12.6 µM. 350,000 compounds, 0.086% hits;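 active = mean inhibition across replicates of 30% or more, regardless of how many single replicates reach that level; inconclusive = mean under 30% yet at least half of replicates reach 30%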;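 note: positive control wells lacked labelled fibronectin entirely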
#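 Schedule: 1 h cell adhesion before compound, then overnight fibronectin incubation; test system: AH1F fibroblast monolayer depositing Alexa488-labelled fibronectin into matrix; quantity: 10000 AH1F cells per well; probe or stimulus: fluorescent fibronectin at 24 nM final; signal: fluorescence, ex 485 nm, em 525 nm; evaluation: percent inhibition as loss of matrix-bound fibronectin fluorescence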
# GSIS activator: GLuc luminescence reporter in INS-1E cells, primary screen for activators of glucose-dependent secretion of insulin; INS-1E GLuc reporter insulin secretion, 2-3 h; 370,000 compounds, 0.61% hits; activation, % at 16.6 µM; AID 743287;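 active = lowest replicate activation of at least 40%, so every replicate reaches that level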;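 note: 0% = median of neutral control wells and 100% = median of IBMX positive control wells; some compounds called inactive have numbers as strong as hits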
# Statin myotox sup: protects C2C12 myotubes from simvastatin toxicity | AID 602340 | ATP luminescence, 48 h; scaled: DMSO 0, geranylgeraniol control 100 | rescue of ATP level, % at 7.49 µM | 330,000 compounds, 0.78% hits;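 active = mean ATP rescue above about 67%, or every replicate alone reaching that limit, limit read from the data, passing the limit was not always enough; inconclusive = no clear call, values can overlap the other calls; inactive = mean under the limit and some replicate under it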;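 note: myotubes were challenged with 10 µM simvastatin during compound exposure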
# Active calls of the source: *; ? = inconclusive; . = not tested or not shown; & = joins results of further samples; [ ] = another dose, or the depositor's remark.
SMILES,F508del corr,PglD inh,miR-122 sensor,Cneo AK release,PGC1a acetyl inh,FN deposition inh,GSIS activator,Statin myotox sup
COc1ccccc1CCCNC(=O)C1CCC(=O)N(CCc2ccc(Cl)cc2)C1 (stereo not drawn),-1.5,3,-1,0,-5,1,-41,-3
CNC[C@@H]1OCCCC[C@@H](C)Oc2ccc(NC(=O)CCCN(C)C)cc2C(=O)N([C@H](C)CO)C[C@@H]1C,-1.5,.,1[16.7 µM],.,-2,.,2,-33
O=C(C[C@H]1CC[C@@H](NC(=O)c2cccc(F)c2)[C@@H](CO)O1)NCc1ccc(Oc2ccccc2)cc1,1.0,-2,.,-5,3,.,-15,4
COc1ccc(NC(=O)CSc2nnc3ccc(-c4cccnc4)nn23)cc1,0.2,10,.,-1,.,1,7,12
COc1ccc(-c2ccc3n(c2=O)C[C@H]2[C@H](CO)[C@@H](C(=O)N4CCOCC4)[C@@H]3N2C)cc1,.,0,.,-3,.,.,-9,-2
CCCCn1c(SCC(=O)N2CCCC2)nc2c1c(=O)n(C)c(=O)n2C,.,-3,-2,-1,-4,-8,45,-9
Cc1c(NC(=O)C(C)OC(=O)CNC(=O)c2ccc(C(C)(C)C)cc2)c(=O)n(-c2ccccc2)n1C (stereo not drawn),.,-1,-4,-2,-11,4,.,3
Cc1noc(C)c1COC(=O)c1ccc(F)c(S(=O)(=O)N2CCOCC2)c1,4.1,2,-2,-1,0,9,-8,1
CO[C@@H](CN(C)C(=O)c1ccc2c(c1)OCO2)[C@@H](C)CN([C@H](C)CO)S(=O)(=O)c1ccc(F)cc1,0.0,0,.,14,0,3,-5,9
COCC(=O)N/N=C/c1ccc(Sc2nc3ccccc3s2)o1,.,-5,35,0,-12,11,18,17
CC(C)CC(=O)NC(=S)Nc1ccc(S(=O)(=O)Nc2nccs2)cc1,.,.,5,.,.,-7,13,-1
Cc1ccc(C(=O)O/N=C(\N)Cc2ccc([N+](=O)[O-])cc2)c(Cl)c1,-0.3,.,.,.,3,-4,-5,12
CC(C)OCC(O)CN1CCNCC1 (stereo not drawn),.,4,-8,4,-2,1,.,1
COc1ccc(C(=O)NCCc2ccccc2)cc1OC,5.8,-8,5,-1,19,-4,12,5
CO[C@H]1CN(C)C(=O)c2cc(NC(=O)C3CC3)ccc2OC[C@@H](C)N(CCC(F)(F)F)C[C@H]1C,2.6,2,.,4,5,-33,4,8
CN(CCNC(=O)c1ccc(/C=N/O)nc1)Cc1ccccc1,.,3,-4,0,2,9,15,.
CC(Sc1ccccc1)C(=O)N1CCN(S(=O)(=O)c2ccc(Cl)cc2)CC1 (stereo not drawn),-0.7,6,-5,1,2,8,-14,5
Nc1ccn([C@@H]2O[C@H](CO)[C@@H](O)C2O)c(=O)n1 (stereo partly drawn),3.9,-2,6,0,-1,-2,.,6
O=C(Nc1nccs1)c1ccc(Cl)c(S(=O)(=O)N2CCOCC2)c1,.,-6,7,-2,-8,.,.,.
C[C@H]1CN([C@@H](C)CO)C(=O)c2cc(C3=CCCCC3)cnc2O[C@H]1CN(C)C(=O)C1CCOCC1,-2.4,0,-8[16.7 µM],-1,2,0,9,?
CCN(CC)C(=O)CSc1nnc(-c2ccncc2)n1N,.,5,-9,2,5,-5,12,-18
COc1cccc(C(C(=O)NC(C)(C)C)N(CC(C)C)C(=O)CCC(=O)Nc2cc(C)on2)c1OC (stereo not drawn),-2.5,.,-3,.,-2,-15,-20,.
CCc1cc(Cn2nc(-c3ccccc3)cc2C(=O)NCc2ccc(C)cc2)on1,-2.0,5,-7,3,-3,4,9,11
O=c1c2ccccc2[nH]c(=S)n1-c1cccc(S(=O)(=O)N2CCCC2)c1,-0.3,.,13,.,4,.,0,13

# Compound profiles, as listed above. Order of values: F508del corr, PglD inh, miR-122 sensor, Cneo AK release, PGC1a acetyl inh, FN deposition inh, GSIS activator, Statin myotox sup
# CN(CCNC(=O)c1ccc(/C=N/O)nc1)Cc1ccccc1 is listed with ., 3, -4, 0, 2, 9, 15, .
# Nc1ccn([C@@H]2O[C@H](CO)[C@@H](O)C2O)c(=O)n1 (stereo partly drawn) is listed with 3.9, -2, 6, 0, -1, -2, ., 6

# (cont.)
SMILES,F508del corr,PglD inh,miR-122 sensor,Cneo AK release,PGC1a acetyl inh,FN deposition inh,GSIS activator,Statin myotox sup
CCC(CC)C(=O)N1CCN(Cc2ccc3c(c2)OCO3)CC1,.,4,2,4,5,-7,.,.
CCOC(=O)C1CCN(c2c(NCc3ccc(C(=O)NCCOC)cc3)c(=O)c2=O)CC1,.,5,6,-2,4,.,2,13
COC(=O)c1cc(C(=O)OCC(=O)NC2CCCC2)cc([N+](=O)[O-])c1,-1.1,1,-11,1,-6,-1,1,-3
O=C1CCC(C(=O)N2CCCC(C(=O)c3ccc4c5c(cccc35)CC4)C2)=NN1 (stereo not drawn),1.9,1,.,-1,.,-6,0,.
O=C(CSc1ncnc2c1oc1ccccc12)Nc1cccc(Cl)c1,.,3,0,1,.,18,.,1
COc1ccc(CCN(C)C(=O)C(CCSC)NC(=O)c2ccco2)cc1OC (stereo not drawn),-0.6,6,-6,0,6,10,28,5
CO[C@H]1CN(C)C(=O)c2ccc(NC(=O)C3CC3)cc2OC[C@@H](C)N(C(=O)CN(C)C)C[C@@H]1C,2.7,-1,.,-3,-10,-5,-3,-12
CCN(CC)C(=O)[C@H]1C[C@H](CC(=O)NC(C)(C)C)C(=O)N2CCc3c([nH]c4cc(-c5ccco5)ccc34)[C@]12C,-1.2,-1,0,-1,-11,6,8,-7
C[C@@H]1CN([C@@H](C)CO)C(=O)c2cc(NS(=O)(=O)c3ccc(F)cc3)ccc2O[C@@H](C)CCCCO[C@H]1CN(C)S(=O)(=O)c1ccc(Cl)cc1,3.2,2,-1[16.7 µM],-1,2,2,3,-6
CCOC(=O)CC1COc2ccccc2N1C(=O)c1ccc(F)cc1 (stereo not drawn),0.7,-3,-4,2,0,-4,-3,9
CCOc1ccc2nc(N/C(N)=N/S(=O)(=O)c3ccc(C)cc3)nc(C)c2c1,1.3,-13,-4,-1,-3,.,-11,24
O=C(C[C@@H]1C=C[C@@H](NC(=O)NC2CCCCC2)[C@@H](CO)O1)NCc1ccccc1,-1.4,-1,1[16.7 µM],-2,-1,.,.,-4
CC(=O)Nc1ccc(OCC(=O)NC(C)C(C)C)cc1 (stereo not drawn),.,2,-1,0,9,.,.,0
Cc1noc(C)c1NC(=O)Nc1ccc2c(c1)C(=O)N([C@H](C)CO)C[C@@H](C)[C@H](CN(C)C)OCCCC[C@H](C)O2,-3.2,2,1[16.7 µM],44,-2,.,31,6
CC(C)c1ccc(Nc2nnc(SC3CCOC3=O)s2)cc1 (stereo not drawn),-1.7,-1,9,-7,-4,6,1,.
COc1ccc(C(=O)NC(=S)NC(C)(C)C)cc1Br,.,3,2,5,-9,.,.,-3
COc1ccc(NC(=O)Nc2ccc3c(c2)C(=O)N([C@H](C)CO)C[C@H](C)[C@H](CN(C)C(=O)NC2CCCCC2)O3)cc1,4.7,-2,-3[16.7 µM],-11,-9,.,-7,-82
CN1CCCC(C(=O)C(C#N)c2ccccc2)C1 (stereo not drawn),.,6,1,-1,-2,2,.,.
C[C@@H]1CN([C@@H](C)CO)C(=O)c2cc(C#CCc3ccccc3)cnc2O[C@H]1CN(C)C(=O)C1CC1,-2.3,4,2[16.7 µM],-15,-6,.,51,13
CCCN1[C@H](C(=O)OC)[C@@H](CO)[C@@H]2Cn3c(ccc(C4=CCCCC4)c3=O)[C@@H]21,-0.7,-1,-9[16.7 µM],-4,.,.,4,-12
O=C(NCc1ccc(Cl)cc1)C1CCC(CNS(=O)(=O)c2ccccc2)CC1 (stereo not drawn),.,3,1,1,-8,.,.,15
Cc1nnc2n1N=C(c1ccc(OC(F)F)cc1)C(C)S2 (stereo not drawn),-3.6,-5,-3,2,11,7,30,30
CC(=O)Oc1cccc(NC(=O)c2ccc3c(c2)C(=O)N(CC(C)C)C3=O)c1,-1.4,4,.,-7,6,6,-10,1
Cc1cccc(S(=O)(=O)N[C@@H]2CC[C@H](CCNC(=O)CCN3CCCCC3)O[C@H]2CO)c1,-0.2,3,.,-1,2,-6,11,26
Cc1cc(C)n2nc(-c3ccc(F)cc3)nc2n1,.,0,7,-1,15,.,.,1
CCC1CCc2sc(C(=O)NCc3ccccn3)cc2C1 (stereo not drawn),-0.7,0,-3,0,1,.,3,-6
CC(C)CN(CCNC(=O)CN1N=C(c2ccc(Cl)cc2)CCC1=O)CC(C)C,-2.2,4,.,-1,.,-6,7,-15
Cc1noc(C)c1NC(=O)Nc1ccc2c(c1)C(=O)N([C@H](C)CO)C[C@H](C)[C@@H](CN(C)S(=O)(=O)c1cn(C)cn1)O2,-1.3&4.0,1&3,6[16.7 µM],-3&1,11&15,4,23&-3,9&1
CCOC(=O)c1cc2c(=O)n3cccc(C)c3nc2n(CCCOC)c1=NC(=O)c1cccnc1,.,-5,2,-2,.,-3,28,.

# Compounds from the list above that contain a Cl atom, in the order listed:
SMILES,F508del corr,PglD inh,miR-122 sensor,Cneo AK release,PGC1a acetyl inh,FN deposition inh,GSIS activator,Statin myotox sup
COc1ccccc1CCCNC(=O)C1CCC(=O)N(CCc2ccc(Cl)cc2)C1 (stereo not drawn),-1.5,3,-1,0,-5,1,-41,-3
Cc1ccc(C(=O)O/N=C(\N)Cc2ccc([N+](=O)[O-])cc2)c(Cl)c1,-0.3,.,.,.,3,-4,-5,12
CC(Sc1ccccc1)C(=O)N1CCN(S(=O)(=O)c2ccc(Cl)cc2)CC1 (stereo not drawn),-0.7,6,-5,1,2,8,-14,5
O=C(Nc1nccs1)c1ccc(Cl)c(S(=O)(=O)N2CCOCC2)c1,.,-6,7,-2,-8,.,.,.
O=C(CSc1ncnc2c1oc1ccccc12)Nc1cccc(Cl)c1,.,3,0,1,.,18,.,1
C[C@@H]1CN([C@@H](C)CO)C(=O)c2cc(NS(=O)(=O)c3ccc(F)cc3)ccc2O[C@@H](C)CCCCO[C@H]1CN(C)S(=O)(=O)c1ccc(Cl)cc1,3.2,2,-1[16.7 µM],-1,2,2,3,-6
O=C(NCc1ccc(Cl)cc1)C1CCC(CNS(=O)(=O)c2ccccc2)CC1 (stereo not drawn),.,3,1,1,-8,.,.,15
CC(C)CN(CCNC(=O)CN1N=C(c2ccc(Cl)cc2)CCC1=O)CC(C)C,-2.2,4,.,-1,.,-6,7,-15
